HSF1 inh: HSF1 inhibitors in luciferase reporter cells, primary screen, cell-based, NIH3T3, luminescence | NIH3T3-HGL HSE-luciferase, MG132-induced, luminescence 8 h; stronger effect = lower value | activity change, negative = inhibition, % at 7.5 µM (by protocol) | 300,000 compounds, 0.77% hits;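 active means more than half of replicate wells show activity change below -50%, luminescence cut by over half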;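 further: luciferase reports HSF-1 transcriptional activity via heat shock element; 0% = median of DMSO wells and -100% = zero luminescence signal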
KLF5 inh: KLF5 expression inhibitors, primary screen, DLD-1 cells, luminescence; DLD-1 KLF5 promoter-luciferase reporter; inhibition, % at 5 µM; 290,000 compounds, 0.23% hits;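 active means inhibition above a per-plate limit of that plate's mean compound inhibition plus 3 SD, cut at about 60% in these data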;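 further: 0% = DMSO wells and 100% = LY294002 at 200 µM; higher means less KLF5 promoter-driven luciferase light; inactives centre near -14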
GSK3A inh: blockers of GSK3A enzyme activity – biochemical, luminescence, cell-free homogeneous, HTS, primary screen; GSK-3 alpha kinase, ADP-Glo luminescence, 60 min; 320,000 compounds, 0.1% hits; inhibition, % at 10 µM; Glycogen synthase kinase-3 alpha (Homo sapiens), P49840;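 in the data active means inhibition above about 50%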;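 further: GST-tagged GSK-3 alpha with peptide substrate and 25 µM ATP; 0% = DMSO neutral wells and 100% = GW8510 positive control wells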
Target sequence (P49840 whole entry, looked up): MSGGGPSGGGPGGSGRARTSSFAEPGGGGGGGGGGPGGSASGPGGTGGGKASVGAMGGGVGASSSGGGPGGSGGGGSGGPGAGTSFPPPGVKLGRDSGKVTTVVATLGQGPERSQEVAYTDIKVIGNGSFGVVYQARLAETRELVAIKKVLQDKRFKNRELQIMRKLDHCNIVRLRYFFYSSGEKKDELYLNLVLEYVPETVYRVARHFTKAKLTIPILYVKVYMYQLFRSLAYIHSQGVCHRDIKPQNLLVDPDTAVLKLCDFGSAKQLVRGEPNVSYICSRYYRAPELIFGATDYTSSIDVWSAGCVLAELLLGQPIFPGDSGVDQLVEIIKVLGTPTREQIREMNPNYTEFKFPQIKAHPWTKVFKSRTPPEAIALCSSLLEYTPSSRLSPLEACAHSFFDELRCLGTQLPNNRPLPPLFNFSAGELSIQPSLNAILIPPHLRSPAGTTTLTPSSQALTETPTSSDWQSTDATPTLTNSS
GSK3beta inhib: human GSK3beta kinase inhibitors, primary screen, biochemical, cell-free homogeneous, HTS; GST-GSK3beta kinase, ADP-Glo luminescence, 60 min; stronger effect = lower value; activity score (negative = inhibition), % at 10 µM; AID 2097, 2009; 300,000 compounds, 0.038% hits; Glycogen synthase kinase-3 beta (Homo sapiens), P49841;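 active means more than half of replicate wells score below -50%, meaning over 50% inhibition versus plate controls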;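 further: 0% = median DMSO wells and -100% = median GW8510 positive control wells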
Target sequence (P49841 whole entry, looked up): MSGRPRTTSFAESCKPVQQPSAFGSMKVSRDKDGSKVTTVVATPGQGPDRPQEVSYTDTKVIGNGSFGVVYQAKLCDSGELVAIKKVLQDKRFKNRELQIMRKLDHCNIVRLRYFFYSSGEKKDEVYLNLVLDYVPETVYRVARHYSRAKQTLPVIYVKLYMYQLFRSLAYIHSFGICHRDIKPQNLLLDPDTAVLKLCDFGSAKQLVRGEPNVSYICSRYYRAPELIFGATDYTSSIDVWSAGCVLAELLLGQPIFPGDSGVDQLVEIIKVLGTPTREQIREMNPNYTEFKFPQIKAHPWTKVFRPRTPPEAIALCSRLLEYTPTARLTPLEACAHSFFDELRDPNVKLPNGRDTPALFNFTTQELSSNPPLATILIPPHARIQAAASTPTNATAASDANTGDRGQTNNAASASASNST
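Test system: GST-fused GSK3beta enzyme, cell-free | Quantity: 1.6 ng GST-GSK3beta enzyme per well | Reagent: 25 µM ATP with peptide substrate | Schedule: 60 min enzyme reaction, room temperature | Signal: Luminescent ADP-Glo measurement of ADP formed | Read-out basis: Score relative to plate controls | Control set: DMSO and 20 µM GW8510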
IEC-6 tox: cytotoxicity in IEC-6 intestinal epithelial cells, primary screen, cytotoxicity control for KLF5 inhibitor project, cell-based, luminescence. IEC-6 cytotoxicity, luminescence viability. inhibition, % at 5 µM. 290,000 compounds, 0.78% hits; in the data active means inhibition above about 22%;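 further: 0% = plate median of test compound wells and 100% = cytotoxic reference compound wells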
aSyn 5UTR inh: MLPCN primary screen, SNCA 5' untranslated region | alpha-synuclein 5'UTR reporter, inhibitor activity | inhibition, % (tested at 7.5 µM) | 300,000 compounds, 0.82% hits; in the data active means inhibition above about 60%;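 further: H4 neuroglioblastoma cells stably carrying SNCA 5'UTR luciferase fusion; 0% = DMSO wells and 100% = positive control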
HSF1 activator: HSF-1 activators, primary screen, NIH3T3-HGL cells, MG132 stress, luminescence, single point | 300,000 compounds, 1.7% hits | activation, % at 9 µM | NIH3T3-HGL HSF-1 luciferase reporter, 8 h; 100% = twice DMSO control signal;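 active means mean replicate activation of at least 50% with a set share of replicates each reaching 50%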;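 further: 0% = median of the neutral control wells and 100% = twice that signal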
HSP90 refold inh: HSP90 inhibitors, primary screen, cell lysate, luminescence. Heat shock protein HSP 90 (rabbit reticulocyte lysate; luciferase refolding). Rabbit reticulocyte lysate, luciferase refolding luminescence, 3 h. inhibition, % at 5.6 µM. 290,000 compounds, 0.91% hits. AID 1789, 2009;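 active means inhibition above the screen-wide mean plus 3 SD, computed separately per campaign, cut at about 16% in these data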;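 further: 0% = DMSO wells and 100% = 60 µM geldanamycin wells; inhibitors lower the luminescence because luciferase stays unfolded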
PolyA inh: polyadenylation inhibitors in yeast reporter cells, primary screen, luminescence, S. cerevisiae; S. cerevisiae SKY197-pL101 polyadenylation reporter, beta-gal luminescence; efflux-impaired pdr1/pdr3 knockout yeast; score 100 = 6 SD above DMSO; calls only at 12 µM; 300,000 compounds, 0.02% hits; AID 1875, 2009;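 active means lowest replicate activity score at least 50, where 100 means six control SD above control mean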;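 further: yeast exposed to compound for 9 h at 30 °C; higher score means more reporter readthrough which indicates perturbed polyadenylation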
AI-2 QS mod: Vibrio harveyi AI-2 quorum sensing modulators, primary screen, JMH597 strain, luminescence/OD600 ratio. AID 2094, 2009. 300,000 compounds, 0.4% hits. activity change, % at 7.5 µM. Vibrio harveyi JMH597 AI-2 luminescence/OD600 ratio, 9 h; stronger effect = lower value; strain lacks LuxN and CqsS sensors; 0 = neutral-control median; in the data active means activity change below about -75%, passing the limit was not always enough;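 further: luminescence divided by OD600 gain over 9 h not by final OD600 alone; inactives centre near 13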
* marks the source's active call; other numbers are inactive results; i = inactive; . = no result given; & = joins results of further samples. These rows are one share of the data (hit frequency here may not be typical).

The opening two records, ahead of the listing:
Values in the order – HSF1 inh	KLF5 inh	GSK3A inh	GSK3beta inhib	IEC-6 tox	aSyn 5UTR inh	HSF1 activator	HSP90 refold inh	PolyA inh	AI-2 QS mod
CN1C(=O)c2ccccc2NC(=O)C1Cc1ccccc1 (stereo unspecified)
  1	-27	1	0	-2	17	8	2	.	26
CN(C)CC1CSCCC1(O)c1ccc(Cl)cc1 (stereo unspecified)
  3	-3	4	0	1	8	-2	-4	i	10

The list itself, from the first entry:
Values in the order – HSF1 inh	KLF5 inh	GSK3A inh	GSK3beta inhib	IEC-6 tox	aSyn 5UTR inh	HSF1 activator	HSP90 refold inh	PolyA inh	AI-2 QS mod
CN1C(=O)c2ccccc2NC(=O)C1Cc1ccccc1 (stereo unspecified)
  1	-27	1	0	-2	17	8	2	.	26
CN(C)CC1CSCCC1(O)c1ccc(Cl)cc1 (stereo unspecified)
  3	-3	4	0	1	8	-2	-4	i	10
CN(C)C1=C(C#N)C(c2ccccc2)=NP(N(C)C)(N(C)C)=N1
  -2	-4	-5	5	-6	2	4	4	i	22
O=c1c2ccccc2nc(-c2ccccc2)n1-c1ccncc1
  -7	-27	0	3	-2	1	-9	-1	i	8
O=C1NC(=O)[C@]2(Cc3ccccc3N3CCN(c4ccccc4)CC32)C(=O)N1Cc1ccccc1 (stereo partly specified)
  22	-41	-2	-2	2	-10	65*	-1	i	1
COC(=O)C1=C(c2ccc(S(C)(=O)=O)cc2)C[C@@H]2CC[C@H]1N2C(=O)NCCCOC(C)C
  4	.	-2	3	.	-4	-1	.	i	9
CCc1cc(=O)oc2c(C)c(OCC(=O)N3C[C@H]4C[C@@H](C3)c3cccc(=O)n3C4)ccc12
  8	-10	2	0	6	-5	15	3	i	16
O=c1[nH]c(=O)n(Cc2ccccc2)c(O)c1/C=C1\C=Nc2ccccc21
  .	-26	-2	3	0	-24	-17	-3	i	11
CC1=C2C(=O)C3C(CC=C4CC(OC5OC(O)C(O)C(O)C5CO)CCC43C)C2CCC12OC1CC(C)CNC1C2C (stereo unspecified)
  4	-13	-1	3	6	-9	-4	0	i	23
CCN1CCN(CC(c2ccccc2)c2ccccc2)CC1
  0	-16	0	0	-12	11	8	14	i	2
O=[N+]([O-])c1ccccc1CNCCc1ccc(F)cc1
  17	-66	-1	-1	-7	-111	25	0	i	-3
CCN(CC)c1ccc(N=Cc2c(O)n(-c3ccc(Cl)cc3)c(=O)[nH]c2=O)cc1
  0	4	5	-2	4	21	-10	2	i	19
CCC(CO)Nc1ccc([N+](=O)[O-])c2cccnc12 (stereo unspecified)
  -6	-22	2	0	-9	12	3	-3	i	25
CCCNC(=O)N1[C@H]2CC[C@@H]1C(C(=O)OC)=C(c1cccc(OC)c1OC)C2
  -5	.	-1	2	.	11	-5	.	i	11
C[N+]12CCC(CC1)C(C(O)(c1ccccc1)c1cccs1)C2 (stereo unspecified)
  0	1	-1	-2	-7	-17	-9	3	i	24
CCC(C)C1(CC)C(=O)NC(=O)N=C1N (stereo unspecified)
  -13	-36	-7	-1	-4	-3	-1	-2	i	13
O=C(NCc1ccc(C(=O)N2CCC3(CC2)OCCO3)cc1)c1ccc2c(c1)OCO2
  -6	-3	.	-3	-1	6	-2	2	i	25
C[C@]12CCC(OC(=O)CCC(=O)O)CC1=CCC1C2CC[C@]2(C)C(=O)CCC12 (stereo partly specified)
  2	-30	-3	5	-2	2	-8	-1	i	7
CCc1ccc(N2C(=O)NC(=O)/C(=C\c3cccn3CCOc3ccc(C(C)C)cc3)C2=O)cc1
  8	-14	-1	5	5	-59	-8	31*	i	12
c1cncc(C2CC(c3cccs3)n3ncnc3N2)c1 (stereo unspecified)
  -12	-11	8	-18	-5	8	-4	2	i	20
O/N=C1/C(=C\c2ccccc2)N2CCC1CC2
  6	-19	-3	2	-2	-15	26	9	i	11
COC(=O)C(O)(c1ccc(N(C)C(=O)COc2ccccc2)cc1)C(F)(F)F (stereo unspecified)
  5	-12	.	0	0	-13	20	-5	i	30
COc1ccc(N=Cc2c(O)n(CC3CCCO3)c(=O)[nH]c2=O)cc1 (stereo unspecified)
  -6	-21	0	3	2	-32	2	0	i	15
COCc1ccc(CN2CCCC(C(=O)c3sccc3C)C2)o1 (stereo unspecified)
  5	-1	0	-2	2	18	-1	0	i	7
COc1cc2c(c(OC)c1OC)-c1ccc(C(=O)O)cc1[C@@H](NC(C)=O)CC2
  -2	.	-3	-1	.	-1	7	.	i	8
Cn1cc(Br)c(C(=O)Nc2ccc3c(C(F)(F)F)cc(=O)oc3c2)n1
  .	-30	.	-2	2	.	.	-6	.	5
Cc1cccc(C)c1OC(=O)Cc1ccccc1
  8	-13	.	-4	-2	2	16	3	i	5
O=C1OC(c2ccc([N+](=O)[O-])cc2)=N/C1=C/N1CC2CC(C1)c1cccc(=O)n1C2 (stereo unspecified)
  -3	-23	-1	-1	-2	13	-12	0	i	38
C=CCN1CC[C@]23c4c5ccc(O)c4O[C@H]2C(=O)CC[C@@]3(O)[C@H]1C5
  7	14	-1&-3	1	3	3	0	-3	i	12
CC12CN3CN(C1)CC(C)(C3)C2=NO
  -8	-24	2	0	-8	4	-22	-4	i	2
CC(C)OCCCNC(=O)c1c(N)n(Cc2cccs2)c2nc3ccccc3nc12
  1	6	3	3	0	37	11	3	i	10
O=C1/C(=C\c2cc3c(cc2Cl)OCO3)N2CCC1CC2
  9	-28	0	1	-9	-35	12	-6	i	14
Cc1ccsc1C(=O)C1CCCN(Cc2cnc(N3CCCC3)s2)C1 (stereo unspecified)
  7	-9	0	-3	4	-1	4	7	i	-22
O=C1NC(=O)N(c2ccc(F)cc2)C(=O)/C1=C/c1ccsc1
  -3	-5	2	3	2	-24	-21	1	i	26
COc1ccc(C(O)c2ccccc2OP(=O)(N(C)C)N(C)C)cc1 (stereo unspecified)
  -2	-29	-1	0	-4	4	20	-1	i	8
COc1cc(/C=C/C(=O)c2c(O)n(CCc3ccccc3)c(=O)[nH]c2=O)ccc1O
  18	-22	0	-1	0	-69	33	-3	i	42
CCOP(=O)(OCC)C(O)c1ccc(OC)cc1 (stereo unspecified)
  -2	4	-2	-3	0	-26	8	-4	i	0
CN1C(=O)COc2c(C(=O)NC3CN4CCC3CC4)cc(Cl)cc21 (stereo unspecified)
  1	-5	1	1	-2	-10	-18	-2	i	21
CCCC(=O)N(C)C1=Nc2ccc(Cl)cc2C(c2ccccc2)=[N+]([O-])C1
  -3	-22	-3	-3	-4	-5	-2	-1	i	20
CCOC(=O)C(NC(C)=O)C(OC(C)=O)c1cccc(N(CCCl)CCCl)c1 (stereo unspecified)
  -4	-17	0	0	6	28	5	-1	i	12

Individual results from above:
`O=C1NC(=O)N(c2ccc(F)cc2)C(=O)/C1=C/c1ccsc1` | AI-2 QS mod = 26
`O=C1OC(c2ccc([N+](=O)[O-])cc2)=N/C1=C/N1CC2CC(C1)c1cccc(=O)n1C2` (stereo unspecified) | aSyn 5UTR inh = 13

Later entries
Values in the order – HSF1 inh	KLF5 inh	GSK3A inh	GSK3beta inhib	IEC-6 tox	aSyn 5UTR inh	HSF1 activator	HSP90 refold inh	PolyA inh	AI-2 QS mod
COc1cccc(-n2c(CN3CCN(C)CC3)nc3ccc([N+](=O)[O-])cc3c2=O)c1
  -8	0	1	0	14	-49	17	-1	i	40
O=C1/C(=C/c2cc3c(cc2Cl)OCO3)N2CCC1CC2
  -10	-12	3	-3	0	-7	-31	-2	i	10
CSc1ncc(CN2CCCC(C(=O)c3ccccc3SC)C2)cn1 (stereo unspecified)
  0	-21	1	-4	2	4	2	4	i	4
CCCCOCCCN1C(C)=CC(=C2C(=O)NC(=S)NC2=O)C=C1C
  6	-19	-2	-2	-3	15	35	3	i	-4
O=C1C2C3CCC(O3)C2C(=O)N1CCO (stereo unspecified)
  -1	-15	1	-10	1	-2	12	-2	i	18
Cc1cc(=O)oc2cc(OCC(=O)N3CCC(C(=O)O)(c4ccccc4)CC3)ccc12
  -1	0	1	3	-2	3	-3	0	i	25
C=CCn1c(O)c(C(C)=NCCN2CCOCC2)c(=O)[nH]c1=O
  3	-13	-1	1	3	27	7	2	i	24
O=c1oc2ccccc2c(O)c1C(c1ccccn1)c1c(O)c2ccccc2oc1=O
  0	-6	-5	3	-3	27	-6	-1	i	16
Cc1ccc2c(CN3CC=C(c4ccccc4)CC3)cc(=O)oc2c1C
  2	-17	0	-1	-2	-3	-14	-1	i	9
CN(C)c1ccc(/C=C2/C(=N\O)C3CCN2CC3)cc1
  -4	-37	-1	2	-6	-133	4	-4	i	7
COC(=O)C(O)(c1ccc(NC(=O)c2ccco2)c(OC)c1)C(F)(F)F (stereo unspecified)
  -4	-24	-3	3	3	25	-5	-1	i	12
O=C(Cc1ccccc1)N1CCN(CC2CC=CCC2)CC1 (stereo unspecified)
  9	-29	-2	-3	-1	13	31	-2	i	10
CC(=O)c1cccc(NC2=NCC(C)S2)c1 (stereo unspecified)
  4	-12	-5	1	1	-18	11	1	i	14
CCNCC1(c2ccc(OC)c(OC)c2)CCCC1
  2	-22	-2	0	-3	6	-2	1	i	11
